Screening results as filed in PubChem BioAssay.
GLP1R cytotox – cytotoxic in the GLP-1 receptor inverse agonist counter-screen. 0.13% of 410,000 active. HEK293 cAMP-luciferase reporter cells, luminescence, 24 h. Potency, µM (series often up to 38.3 µM), for inactives: at the top dose activity change, negative = inhibition, usual class: inhibitors;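 further: loss of luciferase light is scored as toxicity; potency means the concentration at half of the fitted maximal effect; on the % scale 0 is the no-effect control and ±100 the full control effect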
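Quantitative HTS format, 1536 wells, 200 cells/uL seeded. Compounds: 23 nL, 24 h, 37 °C. Detection: luciferase reagent, luminescence at 12 min RT; decreased signal taken as cytotoxic.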
HT1080 IDH1KD tx – kills HT-1080 cells with IDH1 knockdown. HT-1080 IDH1 knockdown viability, ATP luminescence, 48 h. AID 686971. Potency, µM (highest dose often 46.1 µM), inactives show at the highest dose activity, negative = toxicity, hits mostly cytotoxic. 2% of 360,000 active;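 further: potency means the concentration at half of the fitted maximal effect; 0% = DMSO wells and -100% = cell-free medium wells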
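% activity derives from luminescence (CellTiter-Glo), normalised to DMSO and no-cell wells. HT-1080-IDH1KD cells, 750/well, had 48 h compound exposure at 37 °C.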
HT1080-NT tox – kills 2HG-producing HT-1080-NT fibrosarcoma cells | Potency, µM (series often up to 46.1 µM), without a hit: at the highest dose activity, negative = less viability, most hits filed as cytotoxic | HT-1080-NT fibrosarcoma viability, CellTiter-Glo ATP luminescence, 48 h | 1.6% of 360,000 active | AID 686970;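 further: NT is the 2HG producing partner of a matched IDH1 knockdown line; potency means the concentration at half of the fitted maximal effect; 0% = DMSO-treated cells and -100% = media-only wells without cells; nearly all actives have a fitted effect of over 55% in size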
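750 cells/well, RPMI + 5% FBS; 2 h settle, compound pin-transfer, 48 h at 37 degrees C. CellTiter-Glo 10 min RT, luminescence. Normalized to DMSO and media-only wells.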
KB-3-1 tox – KB-3-1 parental cell cytotoxicity. 1.4% of 400,000 active. KB-3-1 viability, CellTiter-Glo ATP luminescence, 72 h. Potency, µM (doses to about 46.1 µM), inactives show at the highest dose activity change, negative = cytotoxic, usual class: cytotoxic; further: potency means the concentration at half of the fitted maximal effect; on the % scale 0 is the no-effect control and ±100 the full control effect; nearly all actives have a fitted effect of over 60% in size
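Parental KB-3-1 adenocarcinoma cells in phenol-red-free DMEM with 10% FBS were pin-treated with compounds at several concentrations, incubated 72 h at 37 °C, and viability read by CellTiter-Glo luminescence; concentration-effect curves were fitted after normalization.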
D3 ag – activates the human D3 dopamine receptor; max activation, %; 0.58% of 410,000 active; P35462; D3R DiscoveRx beta-arrestin cells, luminescence, 90 min; in the data active means max activation above about 30%; further: 0% is about no effect; mostly tested at two doses, the higher about 12 µM
Target sequence (P35462 whole entry, looked up): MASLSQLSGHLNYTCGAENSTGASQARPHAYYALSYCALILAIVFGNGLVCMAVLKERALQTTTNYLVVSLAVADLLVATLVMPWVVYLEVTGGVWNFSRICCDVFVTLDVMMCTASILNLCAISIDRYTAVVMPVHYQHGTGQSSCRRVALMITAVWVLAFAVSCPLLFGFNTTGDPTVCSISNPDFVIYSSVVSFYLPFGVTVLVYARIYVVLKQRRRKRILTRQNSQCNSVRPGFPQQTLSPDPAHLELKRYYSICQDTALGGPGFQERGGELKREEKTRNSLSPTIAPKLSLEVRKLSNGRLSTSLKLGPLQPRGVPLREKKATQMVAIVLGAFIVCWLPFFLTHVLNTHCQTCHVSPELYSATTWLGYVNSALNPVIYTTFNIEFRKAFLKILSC
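Cells at 1500/well, incubated overnight, then treated with pinned compounds (dopamine as control) for 90 min at 37 degrees C. DiscoveRx reagent added for 30 - 60 minutes at room temperature; luminescence read.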
KB-V1 MDR tox – KB-V1 MDR subline cytotoxicity. KB-V1 MDR cells viability, CellTiter-Glo, 72 h. AID 1347076. 3.4% of 400,000 active. Potency, µM (top dose mostly 46.1 µM), for the others: at the highest dose activity change, negative = cytotoxicity, actives largely listed as cytotoxic; further: potency means the concentration at half of the fitted maximal effect; on the % scale 0 is the no-effect control and ±100 the full control effect; nearly all actives have a fitted effect of over 60% in size
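In this primary screen, KB-V1 cells overexpressing P-gp are incubated with library compounds (lowest to highest concentration) for 72 h at 37 degrees C before a luminescent ATP viability read.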
MCF10A rereplic – DNA re-replication induction in MCF 10a cells; MCF 10A DNA re-replication, Hoechst nuclear intensity, 48 h; Potency, µM (titrated, usually from 46.1 µM), without a hit: at the top dose activity, positive = re-replication, most hits filed as activators; 2.9% of 350,000 active; further: potency means the concentration at half of the fitted maximal effect; % of control where 0% means no effect; nearly all actives have a fitted effect of over 50% in size
IL1B secr inh – inhibitors of inflammasome signaling (IL-1 beta secretion). AID 743279. 4.7% of 360,000 active. activity change, % at 57.5 µM. THP-1 LPS/ATP IL-1B secretion, AlphaLISA, 16 h; hits give low values; in the data active means activity change below about -50%; inconclusive means mostly about -30% to -49%; further: on the % scale 0 is the no-effect control and ±100 the full control effect
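Secreted IL-1B measured by AlphaLISA bead assay after 16 h compound exposure of THP-1 cells; compounds (final up to 57.5 uM) added 1 h before LPS (250 ng/mL) and ATP (1.25 mM) stimulation; lower signal means less secretion.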
SW480 rerep – induces DNA re-replication in SW480 colon adenocarcinoma cells. SW480 DNA re-replication, Hoechst DNA content imaging, 48 h. Potency, µM (series often up to 46.1 µM), without a hit: at the top dose re-replication activation, most hits filed as activators. 1.8% of 340,000 active. AID 624297; further: potency means the concentration at half of the fitted maximal effect; % of control where 0% means no effect; nearly all actives have a fitted effect of over 55% in size
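First, 250 cells per well were seeded. Next, compound or vehicle (23 nL) was pinned in, plates sat 48 hr at 37 C. Finally Hoechst was added for 40 min before fluorescence scanning.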
* = called active by the depositor; ? = inconclusive; / = not tested or not shown; [ ] = remark or other dose. Unless noted, the call rests on the fitted dose curve; in most records, active means well fitted curve in the direction sought with a large enough effect; inconclusive means small, poorly fitted or top-dose-only effect, or another doubt; inactive means no such curve, though single readings can be large; an effect the other way counts as inactive or inconclusive.

Results follow in this order: GLP1R cytotox, HT1080 IDH1KD tx, HT1080-NT tox, KB-3-1 tox, D3 ag, KB-V1 MDR tox, MCF10A rereplic, IL1B secr inh, SW480 rerep
COc1ccc(OC)c(C(=O)c2oc3ccccc3c2NC(C)=O)c1
 : -11%, -28%, -19%, ?, -3, -24%, 19%, -8, 24%
O=C(Cn1c2ccccc2c2nc3n(c(=O)c21)CCS3)N1CCCC1
 : -5%, -1%, -3%, 1%, 9, -13%, 6%, ?, 24%
CC(C)c1ccc(OCC(=O)NC2CC(C)(C)NC(C)(C)C2)c(Br)c1
 : -13%, ?, -27%, ?, 9, 25%, 12%, -62*, 36%
CCNc1nc(NCC)n2c(SCC(=O)Nc3cccc(Cl)c3)nnc2n1
 : -12%, 1%, -2%, -5%, 2, 13%, 0%, -16, ?
CCNC(=S)N1CCN(S(=O)(=O)c2cccc(C(F)(F)F)c2)CC1
 : -1%, -2%, -6%, -22%, -9, 23µM*, 4%, 35, -1%
COc1cc2c(cc1OC)C(C)N(C(=O)CCNC(=O)c1ccccc1)CC2 (stereo not drawn)
 : -16%, 11%, -2%, 20%, 3, 0%, 5%, -11, -2%
COc1cccc(C(=O)N(c2ccccc2)C2C=CS(=O)(=O)C2)c1 (stereo not drawn)
 : 5%, -10%, 5%, 3%, -2, 0%, 0%, -5, 4%
CSc1ncnc2c1ccn2CC(=O)Nc1ccc(C)c(C)c1
 : 8%, 4%, 4%, -4%, -17, 1%, 38%, -5, -9%
CCNc1ccc(-c2nc(-c3ccccn3)no2)cc1[N+](=O)[O-]
 : 5%, /, /, 0%, -19, 8%, /, /, /
O=C(O)CCC(=O)NCCc1cccc(Cl)c1
 : -3%, 16%, 7%, 15%, 0, ?, -1%, -28, -2%
CC(C)CN1C2CCCC1CC(NC(=O)c1ccc([N+](=O)[O-])cc1)C2 (stereo not drawn)
 : 0%, 0%, 3%, -7%, -6, ?, -2%, -1, ?
C[C@@H]1CC2OC(=O)[C@@]3(C)C(=O)CC[C@@](C)(C23)[C@@]1(O)CCc1ccoc1 (stereo partly drawn)
 : 2%, -7%, -3%, -9%, 22, 12%, 10%, 8, -4%
CCc1cccc(CC)c1N1C(=O)CC(Sc2ccccc2N)C1=O (stereo not drawn)
 : -16%, 2%, 1%, 0%, 1, 6.5µM*, /, 18, /
Cc1ccc(C(=O)Oc2coc(CSc3nnc(NC(=O)c4cccs4)s3)cc2=O)cc1C
 : -4%, ?, -16%, 9%, -1, 8%, ?, -1, -77%[inhibitor]
CN(C)c1cccc(C(=O)Nc2nc3ccccc3[nH]2)c1
 : 2%, ?, -29%, ?, -15, ?, 5%, ?, ?
C=CCOc1c(Cl)cc(CNCCCN2CCOCC2)cc1OC
 : 4%, -6%, ?, 0%, -13, -12%, ?, 4, ?
O=C(Cc1ccc(Cl)cc1)NCC(c1cccs1)S(=O)(=O)c1ccccc1 (stereo not drawn)
 : -1%, /, /, -2%, -8, -8%, /, /, /
CN1CCN(/N=C/c2ccc(-c3ccc([N+](=O)[O-])cc3Cl)o2)CC1
 : 26%, ?, ?, 0%, -13, -19%, 11%, -81*, 16%
O=C(CN(c1cccc([N+](=O)[O-])c1)S(=O)(=O)c1ccccc1)NCc1ccccc1
 : -3%, 1%, -1%, 0%, -24, 5.8µM*, 14%, 15, -2%
CC1=Nn2c(nnc2-c2ccc(F)cc2)SC1
 : 1%, 5%, 4%, 3%, 0, -7%, 0%, 0, -4%

Random excerpt: 2 entries already listed, in no set order.
Results follow in this order: GLP1R cytotox, HT1080 IDH1KD tx, HT1080-NT tox, KB-3-1 tox, D3 ag, KB-V1 MDR tox, MCF10A rereplic, IL1B secr inh, SW480 rerep
O=C(O)CCC(=O)NCCc1cccc(Cl)c1
 : -3%, 16%, 7%, 15%, 0, ?, -1%, -28, -2%
CN(C)c1cccc(C(=O)Nc2nc3ccccc3[nH]2)c1
 : 2%, ?, -29%, ?, -15, ?, 5%, ?, ?

(more compounds)
Results follow in this order: GLP1R cytotox, HT1080 IDH1KD tx, HT1080-NT tox, KB-3-1 tox, D3 ag, KB-V1 MDR tox, MCF10A rereplic, IL1B secr inh, SW480 rerep
Nc1ccc(N2CCN(c3ncc(C(F)(F)F)cc3Cl)CC2)c(C(F)(F)F)c1
 : 4%, /, /, ?, -9, ?, /, /, /
O=C(NCCNC(=O)c1cc(Cl)ccc1Cl)c1ccccn1
 : 0%, -4%, 30%, -6%, -5, -2%, -9%, -2, -9%
CCN1C(=O)c2ccccc2S(=O)c2ccc(C(=O)NCc3ccc(C)cc3)cc21 (stereo not drawn)
 : 4%, /, /, 10%, -19, -1%, /, /, /
O=[N+]([O-])c1ccc(N2CCNCC2)c(S(=O)(=O)N2CCOCC2)c1
 : -17%, 15%, 9%, 6%, -3, 2%, 0%, 17, -7%
CC1CC1C(=O)OCC(=O)NCc1ccccc1 (stereo not drawn)
 : -1%, -2%, 2%, -25%, -1, 19%, 2%, 12, -3%
COc1cccc(/C=C/C(=O)OCC(=O)NCCC2=CCCCC2)c1
 : -1%, -4%, 3%, 9%, 5, -2%, ?, 20, 28%
COC(=O)c1c(Cl)c2n3ccccc3c(C)c(-c3ccccc3)c-2c1C(=O)OC
 : -1%, -2%, -13%, 11%, -14, ?, 0%, -11, -7%
C=CCn1c(CSCc2ccc(C)cc2)nnc1SCC(=O)NCc1ccccc1
 : -16%, 1%, -1%, 5%, -8, -1%, ?, -4, -2%[9.22 µM]
COc1ccc(-c2ccc3c(N)c(C(=O)c4cccc(OC)c4)sc3n2)cc1
 : 92%[activator], ?, -23%, ?, 4, 4%, 21µM*, 0, ?
COc1ccc(Cl)cc1NC(=O)CCN1C(=O)C2CC=CCC2C1=O (stereo not drawn)
 : -2%, 0%, -6%, 9%, -6, ?, -1%, 3, 2%
Cc1ccccc1N1CCN(c2ncnc3scc(-c4cccs4)c23)CC1
 : -13%, -16%, 3%, ?, 5, ?, ?, -10, 21%
C#CCSc1nnc(-c2ccccc2)c(=O)[nH]1
 : -2%, 4%, 16%, 0%, 0, 20%, 0%, -6, -7%
CC(=O)N1CCC2(CC1)C(C#N)=C(N)Oc1n[nH]c(CSc3ccc(C)cc3)c12
 : -3%, 4%, -6%, 3%, -5, -1%, -2%, -2, -6%
CC1CCN(CC(=O)Nc2ccc(Cl)cc2[N+](=O)[O-])CC1
 : -4%, 19%, 22%, -6%, 2, -23%, 1%, -6, -2%
Cc1ccc(NC(=O)C(C)OC(=O)CCN=C2NS(=O)(=O)c3ccccc32)cc1 (stereo not drawn)
 : 8%, 0%, 1%, 0%, -2, 5%, 1%, 5, 2%
Cc1ccc2nc(NC(=O)COC(=O)c3ccncc3)sc2c1
 : 2%, 0%, 5%, -9%, -3, -2%, 12%, 23, -10%
CCCNC(=O)NC(=O)CSc1nc2ccccc2n1CC(C)C
 : -24%, 4%, 1%, -8%, -3, ?, -3%, 2, -2%
O=C(CSc1nc2c(sc3ccccc32)c(=O)n1CCO)NCC1CCCO1 (stereo not drawn)
 : -16%, 17%, 19%, 26%, 2, 5%, 0%, 5, -13%
O=C(O)c1cc2cccc([N+](=O)[O-])c2[nH]1
 : /, 4%, 0%, 28%, /, -11%, /, /, /
CN(CC(=O)Nc1ccc(F)cc1)S(=O)(=O)c1ccc2c(c1)c(=O)n(C)c(=O)n2C
 : 5%, 6%, -4%, 2%, -2, 0%, 0%, -1, -16%
O=C(NC1=CC(=O)c2ccccc2C1=O)c1ccccc1
 : ?, 7.3µM*, 7.3µM*, 16µM*, -23, ?, ?, -96*, 5.8µM*
Cn1cccc1C(=O)NC(=O)COC(=O)c1ccccc1Sc1ccccc1C#N
 : 9%, -18%, -2%, 1%, -7, -5%, -3%, 22, 0%[9.22 µM]
CNC(=O)C1CCN(S(=O)(=O)c2c(C)noc2/C=C/c2cccc(C)c2)CC1
 : 0%, -3%, -7%, -8%, 3, 14%, 5%, ?, 20%
Cc1ccc(/C=N/NC(=O)c2cc3c(ccc4ccccc43)o2)o1
 : -17%, -4%, 19%, -18%, 2, -12%, ?, -61*, ?
COc1ccc(C(=O)CC(c2ccccc2)C2C(=O)CCCC2=O)cc1 (stereo not drawn)
 : -13%, -4%[9.24 µM], 0%, -3%, 2, 0%, 0%, 21, 0%
Cc1cccc(-n2ccnc2SCC(=O)Nc2nccs2)c1C
 : -26%, -6%, -7%, -13%, 0, ?, 25%, 7, 13%
C=CCSc1nc2c(c(C3CC=CCC3)c1C#N)CCC2 (stereo not drawn)
 : 4%, -1%, 8%, -17%, 4, -6%, 23%, 3, -5%
O=C(NCCN1CCOCC1)c1cc([N+](=O)[O-])cc([N+](=O)[O-])c1
 : 10%, 11%, 16%, -4%, 0, 5%, 4%, 22, 3%
CC(C)c1ccc(CCNC(=O)CCNS(=O)(=O)c2ccc(Br)cc2)cc1
 : 11%, -16%, -8%, 0%, 0, -12%, 0%, 14, -1%
Cc1ccc(S(=O)(=O)N2CCC(=O)N(C(COCc3cccc(C(F)(F)F)c3)Cc3ccccc3)CC2)cc1 (stereo not drawn)
 : 9%, -10%, -1%, -1%, 1, -2%, ?, 33, 1%
COC(=O)c1ccc(-n2cc(-c3ccc(OC)cc3)[nH]c2=S)cc1
 : -14%, 12%, 7%, -3%, -7, -15%, -1%, -15, -3%
COc1ccc(OCCNS(=O)(=O)c2cccc([N+](=O)[O-])c2)cc1
 : -4%, -6%, -8%, 1%, 7, -6%, -5%, 20, -3%
CC1CCCC(NCC(=O)Nc2ccc(C(N)=O)cc2)C1C (stereo not drawn)
 : 2%, -4%, -2%, -8%, 0, -14%, 6%, -14, 6%

Rows are unselected, and some 11% of all compounds hit somewhere here.
